Screening results: PubChem BioAssay, several laboratories
MEKK2 mut-MEK5: MEK5 binding signal on mutant MEKK2 PB1, primary screen, biochemical, multiplex bead flow cytometry, Alexa488-MEK5 | 0.35% of 290,000 active | Alexa488-MEK5 binding to MEKK2 mutant | AID 1530, 2009 | percent response, % at 10 µM; in the data active = percent response above about 24%, passing the limit was not always enough; note: inactives centre near 1; some results filed as inactive read as strong as hits; reference of the scale not given here
MEKK2wt PB1 HTS: modulators of MEK5 binding to wildtype MEKK2, primary screen, biochemical, multiplex bead flow cytometry, Alexa488-MEK5. Mitogen-activated protein kinase kinase kinase 2 (Homo sapiens), Q9Y2U5. Alexa488-MEK5 binding to MEKK2 WT; actives lie on both sides. binding response (% of control), % at 10 µM. 1.1% of 290,000 active; in the data active = binding response below about 67% or above about 130%
UBC9 SUMO inh: inhibitors of in vitro SUMOylation cascade, primary screen, biochemical, HTRF, uHTS; HTRF SUMOylation assay, SAE1/SAE2 + UBC9; inhibition, % at 35 µM; 0.36% of 290,000 active; in the data active = inhibition above about 50%, passing the limit was not always enough; note: strong numbers were not always called active
PfM18AAP inh: PfM18AAP inhibitors, malaria aminopeptidase, primary screen, biochemical, QFRET, recombinant enzyme. M18 aspartyl aminopeptidase (Plasmodium falciparum 3D7). H-Glu-NHMec fluorogenic cleavage. inhibition, % at 7.35 µM. 1.2% of 290,000 active. AID 1822, 2009;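 active = inhibition above the campaign mean inhibition over all tested compounds plus 3 SD, cut at about 28% in these data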;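 note: 0% = plate median of test compound wells and 100% = 2 mM ZnCl2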
MEKK3 PB1 HTS: modulators of MEKK3-MEK5 PB1 binding, primary screen, biochemical, wildtype MEKK3, multiplex bead flow cytometry, Alexa488-MEK5; Mitogen-activated protein kinase kinase kinase 3 (Homo sapiens), Q99759; bead-based flow cytometry, Alexa488-MEK5 binding to MEKK3; actives lie on both sides; 0 = blocked by unlabeled MEK5, 100 = vehicle; binding response (% of control), % at 10 µM; 1.4% of 290,000 active;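 active = binding response more than 3 SD above or below the average of its plate-row segment, actives on both sides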;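 note: Alexa488 bead fluorescence after subtracting the streptavidin-only scavenger bead signal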
IDE cell inh: human IDE inhibitors in live cells, primary screen, fluorescence polarization, HEK cells, FAbetaB substrate | Insulin-degrading enzyme (Homo sapiens), P14735 | FAbetaB cleavage | inhibition, % at 5.59 µM | 0.41% of 320,000 active | AID 434962, 2010;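 active = percent inhibition above the average of all tested compounds plus 3 SD, set per screening campaign, cut at about 16% in these data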;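 note: IDE supplied by intact live HEK cells; FP after avidin binding of uncleaved biotin substrate so inhibition keeps polarization high; 0% = DMSO wells and 100% = 60 µM reference IDE inhibitor Ii1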
Target sequence (P14735 whole entry, looked up): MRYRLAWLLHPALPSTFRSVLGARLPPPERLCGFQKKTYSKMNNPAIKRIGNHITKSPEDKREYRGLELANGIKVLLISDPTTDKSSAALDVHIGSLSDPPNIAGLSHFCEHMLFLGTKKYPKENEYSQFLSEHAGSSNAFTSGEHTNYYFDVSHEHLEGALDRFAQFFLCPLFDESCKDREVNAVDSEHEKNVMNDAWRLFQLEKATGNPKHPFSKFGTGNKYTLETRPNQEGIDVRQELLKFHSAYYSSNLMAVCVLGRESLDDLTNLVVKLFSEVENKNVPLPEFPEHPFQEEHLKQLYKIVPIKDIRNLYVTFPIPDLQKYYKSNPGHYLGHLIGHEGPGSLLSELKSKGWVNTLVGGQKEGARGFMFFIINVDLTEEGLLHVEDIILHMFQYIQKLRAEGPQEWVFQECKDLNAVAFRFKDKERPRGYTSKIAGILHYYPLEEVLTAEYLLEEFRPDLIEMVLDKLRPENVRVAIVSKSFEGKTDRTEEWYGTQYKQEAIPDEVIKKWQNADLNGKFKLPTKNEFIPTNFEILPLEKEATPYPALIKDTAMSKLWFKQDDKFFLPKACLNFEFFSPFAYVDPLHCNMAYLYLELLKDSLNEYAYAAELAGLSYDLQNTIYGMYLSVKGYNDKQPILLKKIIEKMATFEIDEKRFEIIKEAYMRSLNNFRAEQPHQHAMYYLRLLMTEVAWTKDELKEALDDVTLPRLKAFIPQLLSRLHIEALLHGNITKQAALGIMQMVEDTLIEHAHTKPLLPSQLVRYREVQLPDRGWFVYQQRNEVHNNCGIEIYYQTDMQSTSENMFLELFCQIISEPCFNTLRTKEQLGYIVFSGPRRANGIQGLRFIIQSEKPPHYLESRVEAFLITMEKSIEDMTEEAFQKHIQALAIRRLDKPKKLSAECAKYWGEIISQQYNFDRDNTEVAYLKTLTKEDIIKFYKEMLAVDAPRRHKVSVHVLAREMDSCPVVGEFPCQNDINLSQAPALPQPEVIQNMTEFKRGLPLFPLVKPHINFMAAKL
IDE cell activ: human IDE activators in live cells, primary screen, fluorescence polarization, HEK cells, FAbeta-B substrate; FAbeta-B cleavage; 0% vehicle, 100% cell-free pure enzyme wells; Insulin-degrading enzyme (Homo sapiens), P14735; activation, % at 5.96 µM; 0.073% of 340,000 active;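 active = activation above the mean of all tested compounds plus 3 SD, set per screening campaign, cut at about 17% in these data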
p-CIP stab down: p/CIP-EGFP fusion destabilizers, primary screen, fluorescence, F442A cells; Q05BA5; 16 h; decrease of EGFP signal, % at 10 µM; 0.01% of 290,000 active; AID 1984, 2009;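 active = EGFP signal decrease of at least 30% at 10 µM or well 3 SD below plate mean, unless failing retest; inactive = the rest, including hits failing retest or dose response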; note: some compounds called inactive have numbers as strong as hits; many of its hits are not listed in these tables
NALP1 yeast inh: NALP1 inflammasome inhibitors in reconstituted yeast, colorimetric, S. cerevisiae, triplicate retest; 0.61% of 280,000 active; AID 2071, 2009; inhibition, % at 10 µM; S. cerevisiae NALP1/ASC/caspase-1 growth, X-gal OD620, 72 h; in the data active = inhibition mostly above about 24%, no sharp cut-off; inactive = mostly below about 32%; note: some compounds called inactive have numbers as strong as hits
The depositor's hits bear a star; nt = not tested or not shown; [ ] = remark or other dose. Some of the compounds tested; the hit share may differ from the screen's.

SMILES	MEKK2 mut-MEK5	MEKK2wt PB1 HTS	UBC9 SUMO inh	PfM18AAP inh	MEKK3 PB1 HTS	IDE cell inh	IDE cell activ	p-CIP stab down	NALP1 yeast inh
O=C(O)CCC(=O)N(Cc1cccnc1)Cc1cccc(F)c1	-1	97	26	-10	92	-1	4	-6	-15
CCOc1ccccc1NC(=S)/C(=C(\[O-])c1ccc2c(c1)OCCO2)[n+]1ccc(CC)cc1	2	103	12	-2	92	4	4	-1	13
CCCCNS(=O)(=O)c1ccc2nc(SCC(=O)c3ccc(C#N)cc3)[nH]c2c1	7	98	3	-3	100	7	-2	-11	-9
CC(CCc1ccccc1)NC(=O)COc1ccc(S(=O)(=O)N2CCOCC2)cc1[N+](=O)[O-] (stereo not drawn)	-2	107	16	-3	104	1	3	-8	27
Cc1cc(C)c(NC(=O)CCCSc2nnc(N)s2)c(C)c1	-4	99	2	2	101	-4	1	-3	-1
CCn1c(=O)c2cc(C(=O)NCCN3CCOCC3)sc2c2ccccc21	nt	nt	15	12	nt	7	0	-6	-15
COc1ccccc1N1CCN(C2CCCN(C(=O)c3ccsc3)C2)CC1 (stereo not drawn)	5	107	6	-5	104	4	-1	-12	20
O=C(c1cccc(S(=O)(=O)N2CCCCC2)c1)N1CCCCC1	-2	99	1	-3	103	1	-6	1	31
COc1ccccc1C1OC(c2cccc([N+](=O)[O-])c2)=NN1C(C)=O (stereo not drawn)	3	104	9	0	99	0	-4	8	-5
COc1ccccc1-c1ccc(Nc2cccc(C(C)=O)c2)nn1	-1	102	-1	1	102	-1	7	2	13
Cc1cccn2c(=O)c3cc(C(=O)NC4CCS(=O)(=O)C4)sc3nc12 (stereo not drawn)	nt	nt	26	3	nt	1	-1	-19	2
Cc1ccc2c(c1)N/C(=C(\C=C(/Cl)[N+](=O)[O-])[N+](=O)[O-])N2	-8	88	13	9	93	-3	nt	-10	-4
N/C(=N\OC(=O)c1cccc(Cl)c1)c1ccccn1	0	104	-1	-2	103	1	7	1	32
O=C(NCCc1ccccc1)c1ccco1	6	109	-1	3	111	2	2	-9	-89
CCCNC(=O)Nc1cc(OCC)c(N2CCOCC2)cc1OCC	-3	96	4	6	96	6	5	14	14
CC(=O)NC1C(=O)N(CCN2CCOCC2)c2ccc(Br)cc21 (stereo not drawn)	10	106	62*	30*	111	2	0	-2	14
CCOC(=O)c1cc(-c2cc3ccccc3o2)nc2c1c(=O)[nH]c(=O)n2CCOC	10	102	34	2	104	9	-3	-10	39
O=C(Nc1ccc(N2CCOCC2)cc1)c1ccc(S(=O)(=O)NCc2ccco2)cc1	5	103	1	1	105	2	4	-10	15
COc1ccc(OC)c(NC(=O)c2c(NC(=O)c3ccco3)sc3c2CCC3)c1	1	102	11	-1	100	nt	nt	-1	-20
COc1ccc(-c2[nH]ncc2-c2nc(C)cs2)c(O)c1	8	103	5	14	105	3	5	-17	9
COc1ccc(CSc2nc3ccccc3[nH]2)cc1	2	102	5	-10	102	2	1	-22	-2
Nc1c(Cl)cc2c(c1Oc1ccccc1)C(=O)c1ccccc1C2=O	-2	92	5	-12	96	4	1	-13	-7
COc1ccc(C(=O)NC2CCCc3c2cnn3-c2cc(F)cc(F)c2)c(OC)n1 (stereo not drawn)	-7	92	4	-13	96	1	1	-4	22
O=C(Nc1ccccn1)c1ccc(COc2ccccc2Cl)o1	3	100	13	-6	99	4	0	-4	17
CCCC(C)(C)NC(=O)CCCCC(=O)NC(C)(C)CCC	3	111	5	-1	108	4	-1	-2	-1
O=C(CCl)N1N=C(c2cccs2)CC1c1ccco1 (stereo not drawn)	0	97	22	12	96	4	1	-11	-2
CCNS(=O)(=O)c1ccc(NC(=O)CC(C)c2ccccc2)cc1 (stereo not drawn)	0	101	2	-2	102	11	3	-8	1
[O-]/C(=C(\C(=S)Nc1cccc2ccccc12)[n+]1ccccc1)c1ccc(Cl)s1	0	101	67	7	99	2	-2	-18	8
COc1ccc(Br)cc1CN1CCCCCC1	4	111	6	5	107	-3	2	-16	7
COc1cccc(C2C(C(=O)OCc3ccccc3)=C(C)Nc3ncnn32)c1OC (stereo not drawn)	-7	76	-12	-3	74	-2	-1	6	27
COc1ccc(CN2CSC(=S)N(Cc3ccccc3)C2)cc1	0	100	-9	0	102	-3	9	-1	21
O=C(CSc1cccc[n+]1[O-])Nc1cc(S(=O)(=O)N2CCOCC2)ccc1N1CCOCC1	-1	103	-6	-1	124	4	7	2	21
O=C(NCc1ccccc1)C1CC(=O)N(C2CCCCC2)C1 (stereo not drawn)	0	97	-2	3	101	1	2	3	0
O=C(CN1C(=O)c2ccccc2C1=O)c1ccccc1	3	107	30	-10	106	2	-2	-8	2
CCOC(=O)CSc1nnc(Cc2cc(=O)[nH]c(=O)[nH]2)n1-c1cccc(OC)c1	-4	96	-7	-13	99	6	-2	0	37
C#CCn1c(=NC(=O)c2ccc(S(=O)(=O)N3CCc4ccccc4C3)cc2)sc2cc(S(N)(=O)=O)ccc21	-2	96	3	-3	101	-5	3	-15	27
CCOC(=O)C1CN(S(=O)(=O)c2ccc(C)cc2)C1	6	115	0	-1	114	0	0	-13	21
O=c1c(Br)c(NCc2ccccc2)cnn1-c1ccc(F)cc1	0	100	10	-17	102	4	10	3	1
CCCc1cc(C(=O)Nc2sc(C)c(CC)c2C#N)no1	nt	nt	-8	-2	nt	0	6	3	24
Cn1c(NCc2ccco2)nc2c1c(=O)n(Cc1ccc(Cl)cc1Cl)c(=O)n2C	7	110	0	-2	111	-1	-2	-2	13
O=C(COc1nc2ccccc2nc1N1CCOCC1)Nc1ccc(S(=O)(=O)N2CCCC2)cc1	0	109	-11	2	103	-4	-2	5	23
O=C(Cc1ccc2cccnc2c1)c1ccc(O)cc1O	-27	-1.0*[inhibitor]	26	-2	2.0*[inhibitor]	-3	3	-5	9
c1ccc(-n2c(-c3ccncc3)nnc2-c2ccco2)cc1	-4	95	15	-5	99	6	3	5	4
CCOc1ccccc1N(CC(=O)Nc1ccc(S(=O)(=O)N2CCOCC2)cc1)S(C)(=O)=O	0	95	0	2	101	12	4	8	5
CC(C)C1Nc2ccc(S(=O)(=O)N3CCOCC3)cc2NC1=O (stereo not drawn)	0	97	11	-6	105	2	0	-17	-4
Nc1nc2ncc(-c3ccsc3)c(N)n2n1	-1	102	7	-9	100	-2	5	2	-13
Cc1[nH]c2ccccc2c1/C=N/Nc1ccc([N+](=O)[O-])cc1	43	24*	-11	34*	91	2	-3	-153	5
O=C(N/N=C/c1ccccn1)c1cccc(NC(=O)c2ccc(Cl)cc2)c1	2	100	-19	3	104	6	-12	4	9

Two of these compounds, reformatted:
Each structure is followed by: MEKK2 mut-MEK5	MEKK2wt PB1 HTS	UBC9 SUMO inh	PfM18AAP inh	MEKK3 PB1 HTS	IDE cell inh	IDE cell activ	p-CIP stab down	NALP1 yeast inh
CCCc1cc(C(=O)Nc2sc(C)c(CC)c2C#N)no1
→ nt	nt	-8	-2	nt	0	6	3	24
Cn1c(NCc2ccco2)nc2c1c(=O)n(Cc1ccc(Cl)cc1Cl)c(=O)n2C
→ 7	110	0	-2	111	-1	-2	-2	13

Further compounds follow.
SMILES	MEKK2 mut-MEK5	MEKK2wt PB1 HTS	UBC9 SUMO inh	PfM18AAP inh	MEKK3 PB1 HTS	IDE cell inh	IDE cell activ	p-CIP stab down	NALP1 yeast inh
O=C(NCC(=O)N(Cc1cccs1)C(C(=O)NC1CCCCC1)c1ccncc1)c1ccco1 (stereo not drawn)	2	100	7	6	108	2	-6	-19	8
CCN(CC)S(=O)(=O)c1ccc(C(=O)NCCSc2c[nH]c3ccccc23)cc1	10	98	-9	-4	111	4	3	-13	18
COc1cccc(OC)c1C1=NC(C)(C)CO1	26	127	10	-12	127	-2	8	-10	10
O=C(NCCN1CCN(C(=O)c2cccs2)CC1)C(=O)Nc1ccc(Br)cc1	1	105	-25	-3	97	5	1	-5	1
Cc1onc(-c2c(Cl)cccc2Cl)c1NC(=O)N(C)N	8	104	1	-12	113	1	6	-28	nt
COC(=O)c1noc(-c2ccc(C)cc2)n1	9	102	2	6	104	3	5	14	2
Cc1ccccc1Cn1nc(C)c(NC(=O)c2cc(-c3ccco3)on2)c1C	4	102	33	9	103	5	-3	7	-2
COc1ccc(-n2c(C)cc(C(=O)CN3CCCCC3)c2C)cc1	0	101	20	1	109	1	-1	-5	28
COC(=O)CSc1nc2c(c(=O)n(C)c(=O)n2C)n1CCC(C)C	8	109	9	nt	110	4	-1	-3	32
CC(C)(C)C(=O)Nc1ccccc1C(=O)NCc1cccnc1	4	107	14	2	105	-2	9	-7	1
Cc1ccc(S(=O)(=O)N2C(=O)CCC2C(=O)Nc2ccc3c(c2)OCCO3)cc1 (stereo not drawn)	-1	99	7	2	99	1	2	1	18
COC(c1ccccc1)c1nnc(CCC(=O)NCCC(C)C)o1 (stereo not drawn)	-9	89	-3	1	100	-1	4	1	0
CCOC(=O)COc1nc2c(c(-c3ccco3)c1C#N)CCc1ccccc1-2	-2	91	0	4	95	-3	nt	1	-8
CCOC(=O)C1C(=O)CC(C)(O)C(C(=O)OCC)C1c1cccc(OC)c1 (stereo not drawn)	0	103	12	-3	110	4	0	2	-14
O=C(NCCN1CCOCC1)c1ccc(CS(=O)(=O)Cc2ccccc2F)o1	7	103	-9	-1	99	2	0	0	14
Cc1ccc(C(=O)COC(=O)CCCC(=O)Nc2cc(C(F)(F)F)ccc2Cl)cc1C	1	96	-4	-4	94	-4	3	-3	18
O=C(Cc1cccs1)N1CCN=C1SCc1ccc(Br)cc1	-7	99	6	11	98	0	4	-4	-16
CC(C(=O)OCC(=O)c1ccc([N+](=O)[O-])cc1)N1C(=O)C2C3C=CC(C3)C2C1=O (stereo not drawn)	-4	98	-3	23	99	3	-2	-2	16
Cc1sc(N)c(C(=O)c2ccccc2Cl)c1C	-2	93	10	11	99	8	1	-6	2
CCOC(=O)c1cc(C#N)c(SCC(=O)c2cc(C#N)c(SC)nc2C)nc1C	nt	nt	25	nt	nt	-13	1	-10	14
Cc1nc(NC(=O)C2CC3CCCC(C2)C3=O)sc1C (stereo not drawn)	5	99	21	-1	101	0	3	-4	6
COc1ccc(C2/C(=C(/O)c3ccccc3)C(=O)C(=O)N2c2ncccn2)cc1OC (stereo not drawn)	-1	97	18	-8	96	3	3	-5	23
CCOc1ccc(Cl)cc1S(=O)(=O)NCc1ccccn1	-1	103	11	-10	103	4	6	-2	-24
COc1ccc(CCNC(=O)C2CCN(S(=O)(=O)N3CCC4(CC3)OCCO4)CC2)cc1OC	-1	94	8	-5	95	-5	4	-2	27
COc1ccc(-c2ccc(OC)c([C@H]3[C@H]4C=CC[C@@H](C)[C@@H]4C(=O)N3Cc3ccccc3)c2)cc1OC	2	97	12	nt	107	-3	-4	-14	14
O=C(C1CCN(S(=O)(=O)c2ccccc2)CC1)N1CCOCC1	4	98	10	-3	97	1	7	-1	8
CCCCn1c(=O)[nH]c(=O)c2c1nc(Cn1ncc(Cl)c(Cl)c1=O)n2CCC	4	95	9	5	100	4	8	-7	5
CSc1cccc(NC(=O)c2cc(S(=O)(=O)N3CCCC3)cn2C)c1	3	104	-5	2	99	2	-3	0	-6
